SDO1 yeast rescue: sdo1-depleted yeast growth rescue; S. cerevisiae sdo1-depleted JHY4D growth rescue, OD600 30 h; stronger effect = higher value; pdr5 snq2 efflux-pump mutant strain; z-score at 10 µM; 140,000 compounds, 0.21% hits; AID 817;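 active means z-score above 3 at both the 24 hr and the 30 hr optical density reads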;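 further: z-score against mean and SD of all compound wells on the same plate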
INS promoter inh: TRM-6 insulin promoter activity inhibition; TRM-6 cells (human fetal islet line), insulin promoter-eGFP reporter, imaging; reporter expression induced with tamoxifen; inhibition, % at 2 µM; 130,000 compounds, 0.9% hits; AID 1273;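 active means inhibition above the mean plus 3 SD, with well images judged a real hit on visual review, cut at about 60% in these data, passing the limit was not always enough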
SDO1 yeast rescue Rescue 24 h: also measured in SDO1 yeast rescue; calls as there; z-score; S. cerevisiae sdo1-depleted JHY4D growth rescue, OD600; measured here: growth rescue at 24 h;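 0 is the plate mean of compound wells and units are plate SD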
Active calls of the source: *; i = inactive; · = not tested or not shown; [ ] = another dose, or the depositor's remark. This is a subset; the hit share may differ from the screen's.

SDO1 yeast rescue	SDO1 yeast rescue Rescue 24 h	INS promoter inh	SMILES
1.3	0.89	5	CCOC(=O)N1CCN(C(=O)c2cccc(OC)c2O)CC1
·	·	26	COc1ccc(Nc2ccccc2C(=O)O)cc1
0.25	-1.1	-36	CC(C)COP(=O)(CNC(=O)CN1C(=O)c2ccccc2S1(=O)=O)OCC(C)C
-0.09	1.1	·	CCN(CC)C(=O)Cn1c(=O)c2ccccc2n2c(=S)sc(-c3cccc(C)c3)c12
·	·	19	CCCOC1CCCN(Cc2cn(C)nc2-c2ccccc2F)C1 (configuration not stated)
-0.1	-0.18	46	COc1ccc(C(=O)N/N=C(/C)c2cccc(NC(=O)C(F)(F)F)c2)cc1
·	·	-64	COc1ccc(C(C)=O)cc1CSCC(=O)O
0.36	0.52	·	COc1cc(NC(=O)/C=C/c2ccccc2[N+](=O)[O-])cc(OC)c1
0.45	-0.02	26	O=C(NC1CCN(C(=S)NCc2ccco2)CC1)NC12CC3CC(CC(C3)C1)C2
-0.4	-0.1	19	NC(=O)c1c(NC(=O)c2ccccc2)sc2c1CCc1ccccc1-2
-0.34	-0.15	·	CCOC(=O)COc1cccc2c(=O)n(CC(=O)N3CCc4ccccc43)ccc12
0.36	1.2	-28	COc1cccc(NC(=O)c2ccc(CN3CCOCC3)cc2)c1
1.1	0.52	57	CO/N=C/NC(=O)NOCc1c(Cl)cccc1Cl
0.79	0.87	-8	Cn1c(=O)c2c(nc(SCC(=O)NC34CC5CC(CC(C5)C3)C4)n2C)n(C)c1=O
·	·	-15	COCc1c(C(=O)OC/C(O)=C(\C#N)c2nc3ccccc3[nH]2)oc2ccccc12
-0.82	-0.76	-28	CCN1CCN(S(=O)(=O)c2ccc(S(=O)(=O)N(CC)Cc3ccccc3)cc2)CC1
-0.17	-0.73	21	CCCCN(CC)CCCNC(=S)Nc1ccc2nc3n(c(=O)c2c1)CCCCC3
-0.56	-0.9	-9	Cc1nc(COC(=O)c2c(C)nn(-c3ccccc3)c2C)cs1
-0.41	-0.84	-223	CCOC(=O)C1=C(C)Nc2ccccc2N=C1NC(=O)Cc1ccc(Br)cc1
1.1	0.76	45	CC1=NN(c2ccc(N)cc2)C(=O)C1
1.1	0.44	·	Cc1cccc[n+]1CC(=O)/C=C1\N(C)c2ccccc2C1(C)C
-0.78	-1.7	i	Cc1nnc(NC(=O)CSc2nnc(Cc3ccccc3)n2-c2ccccc2)s1
-0.39	-0.79	23	Cc1cccc(NC(=O)c2cc(NC(=O)c3ccco3)ccc2Cl)n1
·	·	7	COc1ccc(CCC(=O)Nc2c(C)n(C)n(-c3ccccc3)c2=O)cc1
0.11	1.2	10	CC(C)c1ccccc1-n1c(SCC(=O)N2CCc3ccccc3C2)nc2ccccc2c1=O
-0.37	-0.51	29	CC(C)COC(=S)Nc1ccccc1
·	·	-21	COc1ccc(OC)c(NC(=O)C2C3C=CC(C3)C2C(=O)NCc2cccnc2)c1 (configuration not stated)
·	·	-14	CC1CCCC(NC(=O)CN(C)S(=O)(=O)c2cnc[nH]2)C1C (configuration not stated)
0.19	0.42	·	Cc1ccc(C(=O)c2sc3c(c2N)c(=O)[nH]c(=O)n3CCc2ccccc2)cc1
-1	-0.35	52	COc1cc(NC(=O)c2ccc(Cl)cc2)c(OC)cc1Cl
0.55	0.23	-164	Cc1sc2ncn(CC(=O)NCCCC(=O)N3CCN(c4ccccn4)CC3)c(=O)c2c1C
0.79	0.43	-138	CCOC(=O)c1nnsc1NC(C)=O
·	·	-7	COc1ccc(NC(=O)c2sc3nc(C)nc(N4CCOCC4)c3c2C)c(OC)c1
1.9	2.4	-10	O=C(COC(=O)CCc1ccccc1)Nc1ncc(Cl)cc1Cl
0.54	-0.35	16	CCOc1ccc(C(=O)Nc2cccc(-c3nc4ccccc4[nH]3)c2C)cc1[N+](=O)[O-]
0.23	-0.65	-100	Nc1c2c(nc3ccccc13)CCC2
2	2.3	62	CCn1cc(C(=O)N2CCCC2)c(=O)c2cc(S(=O)(=O)N3CCOCC3)ccc21
-0.35	-0.82	-43	OC(c1cccc(OCc2ccccc2)c1)c1nnc(-c2ccccc2)o1 (configuration not stated)
-0.06	0.31	13	CC(=O)Nc1cccc(-c2nnc3n2CC(C)S3)c1 (configuration not stated)
0.31	-0.5	50	O=C(CC(c1ccccc1)c1ccccc1)Nc1ncn[nH]1

4 entries from above, reformatted.
SMILES: CCOc1ccc(C(=O)Nc2cccc(-c3nc4ccccc4[nH]3)c2C)cc1[N+](=O)[O-]
  SDO1 yeast rescue: 0.54
  SDO1 yeast rescue Rescue 24 h: -0.35
  INS promoter inh: 16

SMILES: Nc1c2c(nc3ccccc13)CCC2
  SDO1 yeast rescue: 0.23
  SDO1 yeast rescue Rescue 24 h: -0.65
  INS promoter inh: -100

SMILES: OC(c1cccc(OCc2ccccc2)c1)c1nnc(-c2ccccc2)o1 (configuration not stated)
  SDO1 yeast rescue: -0.35
  SDO1 yeast rescue Rescue 24 h: -0.82
  INS promoter inh: -43

SMILES: O=C(COC(=O)CCc1ccccc1)Nc1ncc(Cl)cc1Cl
  SDO1 yeast rescue: 1.9
  SDO1 yeast rescue Rescue 24 h: 2.4
  INS promoter inh: -10

New compounds follow.
SDO1 yeast rescue	SDO1 yeast rescue Rescue 24 h	INS promoter inh	SMILES
-1.1	-0.91	·	Cc1cc(C)cc(N(CC(=O)N2CCN(Cc3ccccc3)CC2)S(=O)(=O)c2c(C)noc2C)c1
0.85	0.45	·	C/C(=N\NC(=O)c1cc2ccccc2cc1O)c1ccc2c(c1)OCO2
-0.24	1.6	17	COc1cccc(-n2nnnc2SCC(=O)Nc2ccc3c(c2)OCCO3)c1
0.27	-0.65	-7	COCCNC(=O)c1ccc(CN2CCc3ccccc3C2)cc1
0.82	1.4	-49	CCCCC(=O)Nc1ccc(Br)cc1C(=O)O
0.16	-0.33	16	CNC(=O)COc1ccc(C=O)cc1OC
·	·	-43	CCOC(=O)/C(C#N)=C\C1=C(N2CCOCC2)CC(C)(C)OC1
-0.29	-1.6	33	CCC(=O)c1cc2c(C)cc(=O)oc2c(C)c1OC(C)=O
-1.2	-0.21	3	CC(C)Cn1c(-c2ccc(Br)o2)n[nH]c1=S
-0.95	-0.47	·	O=C(COc1ccc2c(-c3ccccc3)cc(=O)oc2c1)NCc1cccs1
0.62	-0.03	69	COc1ccc(OC)c(C(c2nnnn2Cc2ccccc2)N2CCC(C(N)=O)CC2)c1 (configuration not stated)
0.07	0.18	-39	Cc1ccc(SCC(=O)NC(=O)NCc2ccco2)c(C)c1
-1.1	-0.55	·	C/C(=N/NC(=O)c1cc(-c2cccc([N+](=O)[O-])c2)n[nH]1)c1ccc(Cl)cc1
0.62	0.23	30	NC(N)=N/N=C/c1cc([N+](=O)[O-])ccc1O
-1.1	0.14	·	COc1ccc(-c2nn3c(-c4ccc(F)cc4)nnc3s2)cc1
-1.3	-0.45	25	COc1cccc(N/C(C)=C/C(=O)c2ccc(Br)cc2)c1
0.4	-0.03	-12	Cn1c(=O)c2c(nc(Oc3ccc(-c4ccccc4)cc3)n2C)n(C)c1=O
·	·	50	CC1CCCCC1NC(=O)/C=C/c1nc2ccccc2s1 (configuration not stated)
0.54	-0.04	-17	O=C(Nc1cccn2ncnc12)c1ccccc1
-0.01	-0.33	54	CC(C)(C)c1cc(CN2CCCCC2)cc(C(C)(C)C)c1O
0.68	0.3	23	CC(NC(=O)c1ccco1)C(=O)Nc1nc(-c2ccccn2)cs1 (configuration not stated)
1.3	1.6	-7	N#CCCn1c(SCC(=O)NCc2ccco2)nc2ccccc21
0.67	-0.08	-14	OCC(Cc1ccccc1)NCc1ccccc1C(F)(F)F (configuration not stated)
-1	-0.46	-477	CCOC(=O)C1=C(C)N(C)C(C)=C(C(=O)OCC)C1c1ccccc1
-0.93	-0.98	·	CCOC(=O)c1ccc(C(=O)OCC)c(NC(=S)Nc2ccc([N+](=O)[O-])cc2OC)c1
0.74	-0.47	-5	COc1nc(OC)nc(N2CCC(C(=O)NCc3cccs3)CC2)n1
0.41	0.53	-28	CCOc1cc(C2NC(=O)NC(c3ccccc3)=C2C(C)=O)ccc1OCC(N)=O (configuration not stated)
0.75	0.78	·	CC(=O)c1sc(Nc2nc3ccc(F)cc3s2)nc1C
·	·	0	CN(C)C=NC(=O)c1cc(C(=O)c2ccc(C(C)(C)C)cc2)c[nH]1
0.2	-1.3	31	COc1ccc(S(=O)(=O)N2CCOCC2)cc1NC(=O)CO/N=C/c1ccccc1OC(F)F
0.83	1.4	-19	O=C(CSc1nc2ccccc2c(=O)n1Cc1ccc(F)cc1)NCc1cccs1
-0.03	0.21	62	CC(C)OC(=O)CSc1nnc(-c2ccc(Cl)cc2Cl)o1
0.11	0.48	·	Cc1cccc(NC(=O)Nc2ccc3c(c2)N(C)C(=O)CS3)n1
0.87	0.58	·	CCCCNC(=O)CCC(=O)Nc1ncc(-c2ccc(C)cc2)n1C
-0.28	0.83	·	O=C(CSc1ccc2nnc(-c3ccc(Cl)cc3)n2n1)N1CCc2ccccc21
-0.22	-0.47	40	Cc1ccc(-c2noc(CCC(=O)NCc3ccco3)n2)cc1
·	·	-252	CN(C)c1ccc(/C=N/N2C(=N)N(c3ccccc3)C(=S)C2=Nc2ccccc2)cc1
0.36	0.37	·	Cc1ccccc1N1CCN(c2ccc(NC(=O)C3CCCCC3C(=O)O)cc2)CC1 (configuration not stated)
0.47	-0.2	-17	COC(=O)c1cccc(NC(=O)CCNC(=O)c2ccc([N+](=O)[O-])cc2)c1
0.03	-0.48	-33	Cc1cc(C)cc(C(=O)NN2CCOCC2)c1
-0.23	-0.59	·	O=C(CN1C(=O)c2ccccc2S1(=O)=O)NC1CC2CCC1C2 (configuration not stated)
-0.74	0.06	·	Cc1ccc(-c2nnc(Nc3ccccc3)o2)cc1
0.26	-0.39	-9	CN(C)C(=S)NCc1ccccc1
1.6	1.9	·	COc1ccc(S(=O)(=O)Nc2ccc3c(c2)COC3=O)cc1OC
-0.79	-0.58	-9	COC(=O)c1c(Cl)c2n3ccccc3c(C)c(-c3ccccc3)c-2c1C(=O)OC
-1	-1.2	-27	CCOc1ccc(NC(=O)C(=O)NCC2CCCN2CC)cc1 (configuration not stated)
·	·	-25	CC(=O)N(Cc1ccccc1)Cc1cn(CCC#N)nc1-c1cccc([N+](=O)[O-])c1
-0.05	-1.2	0	Cc1cc(N2CC(C(=O)NCc3cccs3)CC2=O)ccc1C(C)C (configuration not stated)

Part of the list above, with each value named.
> COC(=O)c1c(Cl)c2n3ccccc3c(C)c(-c3ccccc3)c-2c1C(=O)OC
  SDO1 yeast rescue = -0.79
  SDO1 yeast rescue Rescue 24 h = -0.58
  INS promoter inh = -9
> CCOc1ccc(NC(=O)C(=O)NCC2CCCN2CC)cc1 (configuration not stated)
  SDO1 yeast rescue = -1
  SDO1 yeast rescue Rescue 24 h = -1.2
  INS promoter inh = -27
> CC(=O)N(Cc1ccccc1)Cc1cn(CCC#N)nc1-c1cccc([N+](=O)[O-])c1
  SDO1 yeast rescue = ·
  SDO1 yeast rescue Rescue 24 h = ·
  INS promoter inh = -25

(next part)
SDO1 yeast rescue	SDO1 yeast rescue Rescue 24 h	INS promoter inh	SMILES
-2	-1.4	8	COc1ccc2nc(Nc3nc(C)c(CCC(C)C)c(=O)[nH]3)nc(C)c2c1
·	·	-18	CC(C)CN(C(=O)CN1CCC(C)CC1)c1c(N)n(CC(C)C)c(=O)[nH]c1=O
0	-1.1	-22	C=C1C(=O)O[C@H]2C1CC[C@@](C)(O)C13C=CC(C)(C21)C1(C3)C(=O)O[C@@H]2C3C(C)=CCC3[C@](C)(O)C[C@H](OC(C)=O)C21 (some centres not stated)
-1.2[14.4 µM]	-1.1	·	CCc1nc(NCc2ccccn2)c2oc3ccccc3c2n1
-0.99	1.6	-114	O=S(=O)(c1ccc2nc(-c3ccccc3)[nH]c2c1)N1CCN(c2ccc(Cl)cc2)CC1
-1.1	-0.8	-43	Cc1ccc(-c2nc3ncccn3c2NC2CCCCC2)o1
0.14	0.43	-31	N#Cc1nc(COc2ccccc2)oc1NCCN1CCOCC1
·	·	48	O=C(CN1CCOCC1)N1CCN(c2ccc([N+](=O)[O-])cc2)CC1
0.47	-1.3	·	Cc1ccc(S(=O)(=O)NC(=O)Nc2c(C)n(C)n(-c3ccccc3)c2=O)cc1
1.1	1.4	-81	COc1ccc2c(c1)[nH]c1c(=O)n(CCN3CCCC3)cnc12
-1.1	-1.6	36	CCCCc1ccc(-c2ccc(C)cc2O)nc1
12*	15*	-57	CCOCCCNC(=O)CS(=O)(=O)Cc1nc(-c2cccc(OC)c2)oc1C
-1.9	-1.2	-3	N#Cc1ccsc1NC(=O)CN1CCN(S(=O)(=O)c2cc(Cl)ccc2Cl)CC1
1	0.53	36	Cc1ccc(NC(=O)N2CCC(C(N)=O)CC2)cc1
0.93	1.2	0	O=C(Nc1ccccc1Oc1ccccc1)C1CCCC1
0.46	-0.08	·	CCOC(=O)C1=C(C)NC(=O)C(C(N)=O)C1c1ccccc1 (configuration not stated)
0.45	1.1	-49	CC1(C)NC(=O)N(CCCOc2ccc3c(c2)CCC3)C1=O
-0.95	-0.6	27	S=c1[nH]nc(-c2cc3c(s2)-c2ccccc2CC3)o1
0.61	0.81	10	COc1ccc(OC)c(NC(=O)CNC(=O)Cn2c(C)cc3ccccc3c2=O)c1
-0.97	-0.53	·	O=C(c1cc([N+](=O)[O-])ccc1N1CCCCC1)N1CCc2ccccc21
·	·	29	Cc1nn(CC(=O)N2CC(=O)Nc3ccccc32)c(C)c1[N+](=O)[O-]
0.16	-0.57	16	CCOc1cccc(=O)c2c(C)oc(C)c12
